# Screens (PubChem BioAssay)
# Nrf2 activator – activators of Nrf2 (ARE) signaling; 410,000 tested, 0.31% active; Potency, µM (top dose mostly 46.1 µM), without a hit: at the highest dose activation, actives largely listed as activators; AREc32 ARE-luciferase reporter (MCF7-derived line), luminescence, 24 h; further: potency means the concentration at half of the fitted maximal effect; % of control where 0% means no effect; nearly all actives have a fitted effect of over 65% in size
#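 Quantitative high-throughput format: AREc32 reporter cells, 1000 per well, received compound by pin transfer and were incubated 24 hr at 37 deg C, 5% CO2, before Steady-Glo luminescence detection.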
# TGFb SMAD3 inh – TGF-b pathway inhibition. 410,000 tested, 1.2% active. HepG2 CAGA-GFP TGF-b/SMAD3 reporter, GFP fluorescence, 18 h; TGF-beta stimulated, 500 pg/mL final. Potency, µM (titrated, usually from 46.1 µM), without a hit: at the highest dose activity, negative = inhibition, hits mostly inhibitors. AID 588855; further: potency means the concentration at half of the fitted maximal effect; on the % scale 0 is the no-effect control and ±100 the full control effect; nearly all actives have a fitted effect of over 65% in size
#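 Per well, imaged GFP fluorescence of HEPG2 CAGA-GFP cells gives the signal; cells get compound, then TGF-beta (500 pg/mL final), 18 h at 37 degrees C; %Activity versus -TGF-beta and +DMSO controls.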
# A549 tox – counter-screen for Nrf2 inhibitors: cytotoxicity in A549 cells; Potency, µM (top dose mostly 46 µM), for inactives: top-dose activity change, negative = cytotoxicity, usual class: inhibitors; AID 504648; A549 ARE-Fluc cells, CellTiter-Fluor viability, 18-24 h; 390,000 tested, 0.16% active; further: potency means the concentration at half of the fitted maximal effect; on the % scale 0 is the no-effect control and ±100 the full control effect
#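 A549 ARE-Fluc cells in 5% FBS OPTI-MEM, 5000 cells/well, rested 2 h then exposed to compounds in concentration-response for 18-24 h at 37 °C. Viability by CellTiter-Fluor fluorescence (Ex 405/Em 525) after 30 min; luciferase luminescence (BugLite, 15 min, RT) read afterwards.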
# Abeta rescue – restores growth of yeast expressing A-beta42 peptide; 410,000 tested, 0.063% active; Potency, µM (top dose mostly 46.1 µM), for inactives: top-dose growth rescue, actives largely listed as activators; yeast expressing A-beta42, growth rescue, OD600, 48 h; response scale: 0% DMSO, 100% iron-clioquinol control; further: potency means the concentration at half of the fitted maximal effect; nearly all actives have a fitted effect of over 55% in size
#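 Yeast A-beta toxicity model in growth medium with pinned compounds, 48 h at 30 C; growth read as absorbance at 600 nm. Normalized to FeCl3/clioquinol equimolar mix (positive) and DMSO (negative).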
# Nrf2 block – inhibitors of Nrf2 signaling; A549 ARE-Fluc reporter, luciferase luminescence, 18-24 h; AID 504444; 360,000 tested, 2.1% active; Potency, µM (series often up to 46 µM), for the others: at the highest dose activity change, negative = inhibition, actives largely listed as inhibitors; further: potency means the concentration at half of the fitted maximal effect; on the % scale 0 is the no-effect control and ±100 the full control effect; nearly all actives have a fitted effect of over 60% in size
#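 Reporter: ARE-Fluc in A549. Exposure: 18-24 h, 37 °C, 5% CO2, 5% FBS OPTI-MEM. Readouts: fluorescent cytotoxicity (CellTiter-Fluor), then luminescent Nrf2 signal after BugLite.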
# CCT chaperon mod – modulators of cytosolic chaperonin (CCT/TRiC) activity; purified chaperonin ATPase assay, HTRF ADP detection, 30 min; activity change, % (no concentration beside the values), hits read low; 360,000 tested, 0.3% active; AID 651819; in the data active means activity change below about -30%; further: on the % scale 0 is the no-effect control and ±100 the full control effect
#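 ATPase activity: ADP formed was measured by HTRF Transcreener (665/615 nm ratio) after 30 min at 37 deg C with 10 uM ATP. Compounds screened at one 76 uM concentration against 40 or 20 nM TRiC in Tris pH 7.4/KCl/MgCl2/DTT buffer.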
# MmCpn inh – M. maripaludis TRiC chaperonin inhibition. purified Mm-Cpn ATPase, ADP Transcreener TR-FRET. Potency, µM (highest dose often 76.9 µM), for the others: top-dose activity, negative = inhibition, actives largely listed as inhibitors. 330,000 tested, 0.031% active. AID 504842; further: potency means the concentration at half of the fitted maximal effect; on the % scale 0 is the no-effect control and ±100 the full control effect; nearly all actives have a fitted effect of over 80% in size
#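 Quantitative HTS used 25 nM Mm-CPN and 10 uM ATP in magnesium/KCl Tris buffer, pH 7.4, with 1 mM DTT. Hydrolysis ran 30 min at 37°C; ADP was read by HTRF.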
# Akt phos inh – inhibitors of Akt phosphorylation; 360,000 tested, 0.32% active; Neuro2A IGF-stimulated pAkt S473 HTRF, 20 min; stronger effect = lower value; activity change, % for hits at 50 µM; in the data active means activity change below about -80%; inconclusive means mostly about -51% to -80%; further: on the % scale 0 is the no-effect control and ±100 the full control effect
#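 Neuro2A cells in DMEM with 0.5% FBS, overnight at 37 deg C, given compound at single 50 µM final, then IGF (6 nM final) for 20 min at 37 deg C. Lysed; phospho-Akt Ser473 by HTRF after 24 h, 665/615 ratio.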
# HepG2 viability – counter-screen for TGF-b inhibitors: cytotoxicity in HepG2 cells. HepG2 CAGA-GFP viability, ATP luminescence, 18 h. Potency, µM (titrated, usually from 46.1 µM), inactives show at the highest dose activity change, negative = cytotoxicity, actives largely listed as cytotoxic. 410,000 tested, 0.76% active. AID 588856; further: potency means the concentration at half of the fitted maximal effect; some results filed as inactive show a strong effect at the top dose
#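 CellTiter-Glo luminescence gave cytotoxicity after 18 hours at 37 degrees C. The cells were HepG2 CAGA-GFP in 1% FBS DMEM, stimulated with 500 pg/mL TGF-beta after compound addition. %Activity was normalised to no-cell wells (complete cell-killing) and DMSO (no toxicity), and curves were fitted and classified.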
# An asterisk follows results filed as active; i = inactive; ? = inconclusive; · = not tested or not shown; [ ] = dose if it differs, or a comment. Unless noted, the call rests on the fitted dose curve; in most records, active means well fitted curve in the direction sought with a large enough effect; inconclusive means small, poorly fitted or top-dose-only effect, or another doubt; inactive means no such curve, though single readings can be large; an effect the other way counts as inactive or inconclusive.
SMILES,Nrf2 activator,TGFb SMAD3 inh,A549 tox,Abeta rescue,Nrf2 block,CCT chaperon mod,MmCpn inh,Akt phos inh,HepG2 viability
C[C@@H](OC(=O)c1[nH]cnc1C(=O)N1CCc2ccccc2C1)c1ccccc1,-0.2%,2%,13%,2%,-10%,0.3,0%,i,-22%
Oc1cccc(C(Nc2ccccn2)c2ccc3cccnc3c2O)c1Cl (centres undefined),4.4%,?,-12%,2%,?,·,·,·,-49%
CC(C)CC1C(=O)N(Cc2cn(CCC3OCCO3)nn2)CCS(=O)(=O)N1Cc1ccc(-c2cccc(CO)c2)cc1 (centres undefined),2.9%,0%,·,0%,·,-2.5,·,i,-24%
COc1ccc(NS(=O)(=O)c2cc(NC(=O)c3cnc(C)cn3)ccc2N2CCCC2)cc1,-0.8%,-1%,-1%,0%,-8%,-0.2,-4%,i,6%
C#CCOCCOCCOCCNc1nc(N2CCN(C(=O)[C@H]([C@@H](C)CC)n3cc(CCCCN)nn3)CC2)nc(N2CCN(C(=O)[C@H](CCCCN)n3cc(CCCC)nn3)CC2)n1,0.0%,5%,-3%,-1%,6%,0.3,0%,i,3%
COCCNc1ccc(S(=O)(=O)N2CCCC2)cn1,5.0%,-18%,7%,-7%,-10%,-3.0,1%,i,-1%
Cc1ccc(C(=O)CCS(=O)(=O)c2ccc(F)cc2)cc1,-0.1%,16µM*,-1%,-26%,0%,1.5,1%,i,13µM*
Cc1cccc(C)c1C(O)c1ncc(-c2ccccc2C(F)(F)F)[nH]1 (centres undefined),2.8%,-11%,·,-3%,·,0.8,·,i,-5%
COc1ccc(-c2nc3c4cnn(-c5ccccc5F)c4ncn3n2)cc1,3.2%,·,-6%,-15%,1%,·,·,·,-7%
Cc1cc(Br)ccc1S(=O)(=O)n1ccnc1C,0.0%,-1%,-8%,-3%,-4%,0.5,-17%,i,3%

# Printed as active in TGFb SMAD3 inh, of those listed so far:
mol,Nrf2 activator,TGFb SMAD3 inh,CCT chaperon mod,MmCpn inh,Akt phos inh
Cc1ccc(C(=O)CCS(=O)(=O)c2ccc(F)cc2)cc1,-0.1%,16µM*,1.5,1%,i

# Remaining list, next part
SMILES,Nrf2 activator,TGFb SMAD3 inh,A549 tox,Abeta rescue,Nrf2 block,CCT chaperon mod,MmCpn inh,Akt phos inh,HepG2 viability
Cc1ccccc1CNC(=O)Cn1ncn2nc(-c3cccs3)cc2c1=O,1.7%,5%,1%,-4%,-14%,·,·,·,7%
COc1ccc(C2C(C(=O)c3ccccc3)=C(C)Nc3nc4ccccc4n32)cc1OC (centres undefined),0.0%,1%,2%,0%,20%,0.5,2%,i,-7%
Cc1snc(SCc2ccc(F)cc2)c1C#N,6.2%,1%,2%,-15%,5%,1.0,1%,i,-7%
Cc1cc(C)nc(SCC(=O)Nc2cccc(S(=O)(=O)N(C)C)c2)n1,3.5%,17%,-5%,4%,18µM*,2.1,-2%,i,15%
COc1ccccc1NC(=O)c1sc(-c2ccc(Cl)cc2)cc1N,0.2%,-1%,1%,-2%,-1%,·,·,·,-40%
CCCCN(C)S(=O)(=O)c1cc(-c2nnc3c4ccccc4c(C)nn23)ccc1C,15%,157%[activator],-3%,-24%,·,·,·,·,147%
CCOc1ccc(CNC(=O)C2CCCN(S(=O)(=O)N(C)c3ccc(F)cc3)C2)cc1OC (centres undefined),1.0%,?,-13%,1%,?,·,·,·,-20%
O=C(CSc1ncnc2c1oc1ccccc12)Nc1ccccc1F,0.1%,-10%,6%,7%,17%,-1.2,-7%,i,-3%
O=C(Cc1cnc2ncnn2c1)N1CCc2c([nH]c3ccccc23)C1c1ccccc1F (centres undefined),3.3%,-15%,1%,13%,6%,-3.4,0%,i,-22%
Cn1nc(C(=O)Nc2ccccc2N2CCCC2)c2ccccc2c1=O,-0.1%,-9%,-1%,-18%,?,-0.6,0%,i,-30%
O=C(Nc1cccnc1)C(Cc1ccccc1)n1cccc1 (centres undefined),4.0%,-10%,10%,7%,0%,-4.7,0%,i,-24%
CCn1c(SC(C)C)nnc1-c1c[nH]c2ccccc12,3.2%,-26%,9%,-3%,15%,-1.5,3%,i,-44%
COc1ccc(F)cc1S(=O)(=O)Nc1cccc(-c2ccc(N3CCC(C)CC3)nn2)c1,-0.2%,?,?,12%,·,·,·,·,-3%
O=C(Nc1cccc2cccnc12)c1c(Cl)cc(Cl)cc1Cl,·,4%,-5%,·,14%,·,·,·,7%
COc1ccccc1/C=C\C(=O)NCC(=O)N/N=C/c1cccc(OC)c1O,-1.1%,?,-2%,8%,-2%,0.0,-1%,i,-18%
O=c1c2ccccc2c(=O)n(-c2ccccc2)n1-c1ccccc1,-0.5%,-13%,-16%,3%,-6%,-0.7,·,i,-16%
Cc1ccccc1CN(C)CC(=O)Nc1cccc(S(=O)(=O)N(C)c2ccccc2)c1,0.9%,-3%,3%,-12%,-7%,1.2,-1%,i,-16%
O=C(Nc1ccccc1-c1nc2ccccc2s1)c1ccc(Br)o1,-0.6%,13%,1%,-4%,·,-2.3,1%,·,-14%
Cc1cc(C)nc(Nc2ncc(O)n2-c2ccc(C)c(C)c2)n1,0.2%,2%,10%,7%,14%,0.4,1%,i,-30%
COc1ccc(S(=O)(=O)NCC(=O)Nc2ccc3c(c2)OCCO3)cc1OC,-0.3%,-3%,2%,-4%,4%,-2.2,0%,i,-12%

# Two neighbouring entries out of the list so far, quoted:
SMILES,Nrf2 activator,TGFb SMAD3 inh,A549 tox,Abeta rescue,Nrf2 block,CCT chaperon mod,MmCpn inh,Akt phos inh,HepG2 viability
O=C(Nc1cccnc1)C(Cc1ccccc1)n1cccc1 (centres undefined),4.0%,-10%,10%,7%,0%,-4.7,0%,i,-24%
CCn1c(SC(C)C)nnc1-c1c[nH]c2ccccc12,3.2%,-26%,9%,-3%,15%,-1.5,3%,i,-44%

# Shown with two lines to a compound: part of the list above.
# The line under a structure holds: Nrf2 activator, TGFb SMAD3 inh, A549 tox, Abeta rescue, Nrf2 block, CCT chaperon mod, MmCpn inh, Akt phos inh, HepG2 viability
> Cc1ccccc1CN(C)CC(=O)Nc1cccc(S(=O)(=O)N(C)c2ccccc2)c1
 : 0.9%, -3%, 3%, -12%, -7%, 1.2, -1%, i, -16%
> CCn1c(SC(C)C)nnc1-c1c[nH]c2ccccc12
 : 3.2%, -26%, 9%, -3%, 15%, -1.5, 3%, i, -44%
> O=C(Nc1cccc2cccnc12)c1c(Cl)cc(Cl)cc1Cl
 : ·, 4%, -5%, ·, 14%, ·, ·, ·, 7%
> COc1ccc(S(=O)(=O)NCC(=O)Nc2ccc3c(c2)OCCO3)cc1OC
 : -0.3%, -3%, 2%, -4%, 4%, -2.2, 0%, i, -12%
> O=C(Nc1cccnc1)C(Cc1ccccc1)n1cccc1 (centres undefined)
 : 4.0%, -10%, 10%, 7%, 0%, -4.7, 0%, i, -24%
> O=C(Nc1ccccc1-c1nc2ccccc2s1)c1ccc(Br)o1
 : -0.6%, 13%, 1%, -4%, ·, -2.3, 1%, ·, -14%
> COc1ccc(F)cc1S(=O)(=O)Nc1cccc(-c2ccc(N3CCC(C)CC3)nn2)c1
 : -0.2%, ?, ?, 12%, ·, ·, ·, ·, -3%

# (next part)
SMILES,Nrf2 activator,TGFb SMAD3 inh,A549 tox,Abeta rescue,Nrf2 block,CCT chaperon mod,MmCpn inh,Akt phos inh,HepG2 viability
CC(C)N1C(=O)CC2(CC[N+](C)(CCOC(=O)C(c3ccccc3)c3ccccc3)CC2)C1=O (centres undefined),0.3%,-14%,-2%,-13%,5%,-3.2,-5%,i,14%
CCN1C(=O)CCC(C(=O)O)C1c1ccc(OC)cc1 (centres undefined),-0.3%,0%,1%,-22%,9%,1.8,-3%,i,-56%
CCC(Cn1nnc2ccccc2c1=O)NC(=O)Nc1cc(C)cc(C)c1 (centres undefined),-0.5%,?,1%,3%,10%,·,·,·,-14%
COc1ccc(-c2nc(C(N)=O)c3c(n2)n(-c2ccccc2OC)c(=O)n3C)c(OC)c1,2.3%,8%,-5%,-1%,·,·,·,·,3%
c1ccc2c(c1)CCCc1cc(NCCN3CCOCC3)nnc1-2,-1.4%,22%,-3%,-36%[inhibitor],5%,-1.9,0%,i,-17%
Cc1ccc(NC(=O)COc2ccc(/C=C3/SC(=Nc4ccccc4)N(Cc4cccnc4)C3=O)cc2)cc1,-0.7%,-5%,3%,17%,-8%,-4.2,1%,-106%*,2%
CCC(C)Sc1ccc([C@@H]2[C@@H]3C(=O)N(CC)C(=O)[C@@H]3[C@]3(C(=O)OC)CCCCN23)cc1 (some centres undefined),-1.1%,-14%,6%,7%,-7%,-0.7,3%,i,-10%
CCOC(=O)c1c(C)[nH]c(C)c1C(=O)COC(=O)COc1ccc(Cl)c(C)c1,-0.4%,12%,2%,13%,2%,2.0,1%,i,1%
CCS(=O)(=O)N1CCN(C(=O)CCC2CCCC2)CC1,-0.4%,12%,0%,-1%,2%,-0.5,-2%,i,-6%
CCO[C@H]1OC(C(=O)NC2CC2)=C[C@@H](c2ccc(C(F)(F)F)cc2)[C@@H]1CCCO,1.1%,-15%,-3%,-6%,-9%,0.5,·,i,-10%
C/C(=N\NS(=O)(=O)c1ccc(C)cc1)c1cc2ccccc2oc1=O,3.2%,32%[activator],1%,-8%,-3%,-0.2,-5%,i,8%
